Bioassay records as filed in PubChem.
Pf Dd2 growth – Plasmodium falciparum Dd2 growth inhibition; P. falciparum Dd2 growth, SYBR Green, 72 h; Potency, µM (doses to about 28.9 µM), without a hit: top-dose activity, negative = inhibition, hits mostly inhibitors; hit rate 4.3% among 120,000; AID 1347417; active = well fitted inhibition curve with a large enough effect; inconclusive = small, poorly fitted or top-dose-only effect; inactive = no such curve, though single readings can be large or run the other way;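 also: plate controls were DMSO vehicle for no effect and reference drug for full effect; nearly all actives have a fitted effect of over 65% in size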
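Infected erythrocytes (Dd2, 0.3% parasitemia, 2.5% hematocrit final) are added to compound in RPMI-1640/Albumax II medium, grown 72 h at 37C in low oxygen, then lysed with saponin/Triton-X containing SYBR Green and read by fluorescence.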
* marks the source's active call; other numbers are inactive results; i = inactive; ? = inconclusive; [ ] = remark or other dose. Potency is read from the fitted curve at half-maximal effect.

SMILES	Pf Dd2 growth
CCOCCCNC(=O)N1CCc2c(c(-c3nncn3Cc3ccccc3)nn2C)C1	?
O=C(CC1CCOC2(CCN(Cc3cccs3)CC2)C1)NC1CC1 (stereo unspecified)	-2.7%
CCCN1C(C(=O)c2ccccc2)=C(OC(=O)c2ccc(OC)cc2)c2ccccc2S1(=O)=O	-23.3%
CCN1c2cc(C(=O)Nc3ccc(OC(F)(F)F)cc3)ccc2C(=O)N2CCCCC21 (stereo unspecified)	1.78µM*
O=C1CC(c2ccccc2)N(C(=O)CNC(=O)C2CCCCC2)CCCCCN1 (stereo unspecified)	-22.0%
COc1ccc(C2=C(C)C(=O)N(Cc3ccc(C(=O)NCc4cccc(C)c4)cc3)S2(=O)=O)cc1	17.6%
COC(=O)CNC(=O)c1nc(-c2ccc([S+](C)(=O)[O-])cc2)c2cnccn12	?
COc1ccccc1CCC(=O)N1CCC(Cc2nc(-c3cnccn3)no2)CC1	18.4%
CC(=O)Nc1cccc(-c2cc(-c3c(C)noc3C)c3cncn3c2)c1	?
Cc1c(C(=O)N2CCC(C)CC2)c(S(=O)(=O)N2CCN(c3cccc(Cl)c3)CC2)c(C)n1C	34.8%[activator]
COc1cccc(-c2nc(C3CC(=O)N(c4ccc(C)cc4)C3)no2)c1OC (stereo unspecified)	i
O=C(c1cccc(F)c1)N1CCC(Cc2nc(C3CCOCC3)no2)CC1	2.6%
C#CCNC(=O)C[C@@H]1O[C@H](CNC(C)=O)[C@@H](O)[C@H]1O	6.6%[44.1 µM]
COc1ccc(C(=O)Nc2ccc(OCc3cc(=O)n4ccccc4n3)cc2)cc1	?
CC1=C(C(=O)OC(C)C)C(c2ccccc2F)N2C(CC(=O)N3CCCC3)=CSC2=N1 (stereo unspecified)	i

In a second layout: entries from further up.
structure | Pf Dd2 growth
O=C(CC1CCOC2(CCN(Cc3cccs3)CC2)C1)NC1CC1 (stereo unspecified) | -2.7%
CCCN1C(C(=O)c2ccccc2)=C(OC(=O)c2ccc(OC)cc2)c2ccccc2S1(=O)=O | -23.3%
CCN1c2cc(C(=O)Nc3ccc(OC(F)(F)F)cc3)ccc2C(=O)N2CCCCC21 (stereo unspecified) | 1.78µM*
O=C1CC(c2ccccc2)N(C(=O)CNC(=O)C2CCCCC2)CCCCCN1 (stereo unspecified) | -22.0%
COc1ccc(C2=C(C)C(=O)N(Cc3ccc(C(=O)NCc4cccc(C)c4)cc3)S2(=O)=O)cc1 | 17.6%
COC(=O)CNC(=O)c1nc(-c2ccc([S+](C)(=O)[O-])cc2)c2cnccn12 | ?
COc1ccccc1CCC(=O)N1CCC(Cc2nc(-c3cnccn3)no2)CC1 | 18.4%
CC(=O)Nc1cccc(-c2cc(-c3c(C)noc3C)c3cncn3c2)c1 | ?
Cc1c(C(=O)N2CCC(C)CC2)c(S(=O)(=O)N2CCN(c3cccc(Cl)c3)CC2)c(C)n1C | 34.8%[activator]
COc1cccc(-c2nc(C3CC(=O)N(c4ccc(C)cc4)C3)no2)c1OC (stereo unspecified) | i
O=C(c1cccc(F)c1)N1CCC(Cc2nc(C3CCOCC3)no2)CC1 | 2.6%
C#CCNC(=O)C[C@@H]1O[C@H](CNC(C)=O)[C@@H](O)[C@H]1O | 6.6%[44.1 µM]
COc1ccc(C(=O)Nc2ccc(OCc3cc(=O)n4ccccc4n3)cc2)cc1 | ?
CC1=C(C(=O)OC(C)C)C(c2ccccc2F)N2C(CC(=O)N3CCCC3)=CSC2=N1 (stereo unspecified) | i

(continued)
SMILES	Pf Dd2 growth
CCc1ccc(NC(=O)CN2C(=O)CSc3ccc(S(=O)(=O)N(C)C)cc32)cc1	20.0%
Cn1cc(C#N)cc1C(=O)N1C[C@H](CO)C[C@H](CN2CCOCC2)C1	-9.3%
O=C(NCc1nc(-c2ccncc2)n[nH]1)C1CCCN(C2CCCC2)C1 (stereo unspecified)	24.7%
CC(C)(C)NC(=O)c1ccc(-c2nnc3ccc(NC(=O)C4CC4)cn23)cc1	?
COc1ccccc1OCCn1c(C(C)Oc2ccccc2)nc2ccccc21 (stereo unspecified)	?
CC(C)CCNC(=O)CN1C(=O)COc2ccc(S(=O)(=O)N3CCOCC3)cc21	0.1%
O=c1c(=O)n(-c2ccccc2)ccn1Cc1c(F)cccc1Cl	12.0%
CN1CCC(N2CCN(C(=O)C3CCCN(S(C)(=O)=O)CCC(=O)NCC3)CC2)CC1 (stereo unspecified)	7.5%
O=C(NC1CCCC1)N1CCc2nnc(C3CC3)n2CC1	5.9%
O=C1NC(=NC2CCCCC2)C2(CCN(Cc3ccccc3)CC2)N1c1cccnc1	-10.0%
O=C(c1n[nH]c(=O)c2ccccc12)N1CCC(Cc2noc(C3CCOCC3)n2)C1 (stereo unspecified)	5.6%
Cc1ccc(-n2nnnc2CNC(=O)c2ccc(F)cc2)cc1C	35.1%[activator]
CCOc1ccc(N2CC(c3nc4ccccc4n3Cc3ccccc3F)CC2=O)cc1 (stereo unspecified)	-10.2%
Cc1oc2ncn(C)c(=O)c2c1C(=O)N(Cc1ccccc1)C(C)C	17.1%
CN1Cc2ccccc2-n2ccnc2C12CCN(C(=O)c1ccc(F)c(F)c1)CC2	i[5.79 µM]
COc1ccc(S(=O)(=O)N2CCC(c3ccncc3)CC2)cc1Cl	?
CCc1ccc(NC(=O)N2C[C@@H](F)C[C@H]2C(=O)N2CCc3ccccc3C2)cc1	-22.4%
O=C(NC1CCCCC1)N1C[C@@H]2C[C@H](C1)c1c(-c3cccs3)ccc(=O)n1C2	-23.9%[44.1 µM]
COc1ccccc1-c1cnc(Nc2ccc3c(c2)OCCO3)c2c1CCO2	-25.1%[44.1 µM]
COc1ccc(C(=O)OCc2cc(=O)n3nc(-c4cccs4)sc3n2)cc1	-9.4%
CC(C)NC(=O)N(C1CC1)C1CCOC2(CCN(C(=O)Nc3ccccc3F)CC2)C1 (stereo unspecified)	-5.9%
CC1CCCN1C(=O)c1cc(-c2cnn(C(C)C)c2)nc2cc(F)ccc12 (stereo unspecified)	-15.2%
CS(=O)(=O)Nc1cc(-c2noc([C@@H]3CCCN3Cc3ccccc3)n2)ccn1	-20.4%[44.1 µM]
Cc1nc(N2CCOCC2)c2c(C(=O)N(C)c3ccccc3)c(C)oc2n1	53.1%[activator]
CCOc1nccn2c(-c3ccc(CN4CCN(C(C)=O)CC4)cc3)cnc12	?
CCOc1ccc(CCNC(=O)c2cn(CC)c3ccc(S(=O)(=O)N4CCCCCC4)cc3c2=O)cc1OCC	?
Cc1ccc2c(c1)N1C(=O)OC[C@@H]1CCN(C(=O)CC(C)C)C2	i
O=C1CCC[C@@H]2C3CC(CN(C4CCN(C(=O)C5(c6ccccc6)CC5)CC4)C3)CN12 (stereo partly specified)	?
N#Cc1cccc(-c2ccc3n(c2=O)C[C@H]2C[C@@H]3CN(C(=O)c3ccc(F)cc3)C2)c1	2.2%[44.1 µM]
O=c1cc(N2CCOCC2)oc2c(-c3ccc(F)c(Cl)c3)nccc12	-9.1%[44.1 µM]
COc1cncc(Nc2cnc3ccc(-c4ccccc4)nn23)c1	?
CN(C)[C@H]1C[C@@H](Cc2cc(COc3ccccc3)on2)C1(C)C	i
CCN1CC2(CCC1=O)CCN(Cc1ccc(C(F)(F)F)c(F)c1)CC2	-8.2%
COc1ccccc1-c1ccc(CN2CC3CCC(C2)N3c2ccc(C(F)(F)F)cc2)cc1	-23.6%
COc1ccc(F)c(CN2CCC3(CCC(=O)N(CCO)C3)CC2)c1	-6.4%
S=C(NC1CCCCC1)N[C@H]1CO[C@H]2[C@@H]1OC[C@@H]2n1cc(-c2ccccn2)nn1	?
Cn1nc(-c2cccs2)cc1[C@H]1CN2CC[C@H]1C[C@@H]2CNS(C)(=O)=O	-22.6%[44.1 µM]
Cc1ccc(C(=O)N2CCC(CCC(=O)N3CCN(c4ccccn4)CC3)CC2)cc1	-20.0%
O=C(CCCn1nnnc1CN1CCOCC1)N1CCCCC1CCc1ccccn1 (stereo unspecified)	-1.3%
O=C(C[C@@H]1C[C@H]2O[C@H](CNCc3ccncc3F)[C@@H](O)[C@H]2O1)N1CCC(F)(F)C1	25.9%[44.1 µM]
O=C(NC1CCCCCC1)c1ccc(N2CC3CC(C2)[C@H]2CCCC(=O)N2C3)nc1 (stereo partly specified)	-4.3%
O=C(Cn1nc(-c2ccccc2)c2cnc3ccccc3c21)Nc1ccccc1	5.7%
CC(C)CC(=O)N1CCC2(CC1)CN(Cc1ccccc1)CC2CO (stereo unspecified)	?
COc1ccccc1N1CCN(C[C@H]2CN3CC[C@H]2C[C@@H]3CNC(=O)Nc2cccc(SC)c2)CC1	?
Cc1cc2nc3n(c(=O)c2n1CC(=O)Nc1ccccc1)CCCC3	i
CCCn1c(=O)c2sccc2n2c(CCCC(=O)Nc3ccccc3F)nnc12	1.6%
COc1ccc(-c2noc(CSCC(=O)Nc3ccc(C)cc3Br)n2)cc1OC	16.0%
O=C(CC1CCCC1)N1CCC(C2CCN(Cc3cccc(F)c3F)CC2)C1 (stereo unspecified)	?
O=C(O)CC1(CC(=O)N2CCN3C(=O)c4cc(-c5ccsc5)ccc4NC(=O)[C@H]3C2)CCCC1	?
COc1ccc(Cl)cc1NC(=O)Cn1c(=O)c(-c2noc(C)n2)c2n(c1=O)CCCC2	-14.7%
CC(C)c1nc2c(c(-c3ccc(O)cc3)n1)CN(Cc1ccc(N(C)C)cc1)CC2	?
COC(=O)C1=CN(CC(=O)Nc2ccccc2C(F)(F)F)S(=O)(=O)N=C1C	-11.0%
COc1ccc(C(CNC(=O)c2oc3cc(C)c(Cl)cc3c2C)N2CCCCC2)cc1 (stereo unspecified)	1.3%
Cc1ccc(C(C(=O)O)N2CCC(C(=O)N3CCCC3)CC2)c(C)c1 (stereo unspecified)	-12.7%
CCn1cc(CN(C)CCc2c(C)nn(C)c2C)ccc1=O	-15.8%
COCC(=O)NC[C@H]1OC[C@@H](NC2CCCC2)[C@@H]1O	9.5%[44.1 µM]
CC(=O)NCC(=O)N1CCCn2cc(-c3ccccc3)nc21	2.5%
N#Cc1ccc(C(=O)N2CCCCCNC(=O)[C@@H]3CCCC[C@@H]32)cc1	14.3%
CC(C)NC(=O)CN1C(=O)NC(c2ccccc2)C2=C1COC2=O (stereo unspecified)	-4.3%
Cc1noc2ccc(-c3cccnc3)nc12	-11.0%[76.6 µM]

Additional records follow.
SMILES	Pf Dd2 growth
CCCCOc1ccc(C(=O)NCC(c2ccc(Cl)cc2)N2CCOCC2)cc1 (stereo unspecified)	?
Cc1ncsc1CN1CCC2(CC1)CC(CC(=O)NC1CC1)CCO2 (stereo unspecified)	1.4%
COc1ccccc1CNC(=O)C1(CCO)CCN(Cc2ccccc2)C1 (stereo unspecified)	i
COc1ccc2c(c1)c1c(c(=O)n(-c3ccc(F)c(Cl)c3)c(=O)n1CC(N)=O)n2C	10.9%
Cc1ccccc1C(=O)NCC(c1ccc(N(C)C)cc1)N1CCCC1 (stereo unspecified)	-19.5%
O=C(NC[C@H]1O[C@@H](CO)[C@@H](O)[C@H]1N1CCc2ccccc2C1)Nc1cccc(Cl)c1	i
CCS(=O)(=O)c1ccc2oc([C@H]3CCN(Cc4cccc(Cl)c4)C3)nc2c1	-5.6%[44.1 µM]
COc1ccccc1N1CCN([C@@H]2[C@H](O)[C@H](CO)O[C@@H]2CNC(=O)c2ccc(F)c(Cl)c2)CC1	i
O=C(Nc1ccc(F)cc1)C1CCCN(c2nc3ncccc3o2)C1 (stereo unspecified)	i
Cc1noc(C)c1-c1cnc2[nH]cc(CC(=O)N3CCOCC3)c2c1	7.7%[44.1 µM]
Cc1cc(C)cc(C(=O)n2nc(C)c(S(=O)(=O)N3CCCCCC3)c2C)c1	16.2%
COc1ccc(-c2cc(N3CCCN(C(=O)C4CCN(C(=O)c5ccccc5)CC4)CC3)n[nH]2)cc1	i
O=C(C1CCCC1)N1Cc2ccccc2CC2(CCCN(CC3CCNC3)C2)C1 (stereo unspecified)	?
Cc1ccccc1NC(=O)Nc1cccs1	0.0%
COc1ccc(NC(=O)NCCn2nnc3cc(S(=O)(=O)N(C)C)ccc32)cc1	4.7%
CC(C)S(=O)(=O)N1CCC2(CC1)CC(N1CCN(c3ccccn3)CC1)CCO2 (stereo unspecified)	?
COc1ccc(-c2cnc(NC(=O)Cc3ccc(F)cc3)c3c2CCO3)cn1	-0.8%[44.1 µM]
CCn1c(C(=O)NCc2cccc(Br)c2)cc2oc3ccccc3c21	10.8%
O=S1(=O)NC2(CCCN(Cc3ccc(Cl)cc3)C2)COc2ccccc21 (stereo unspecified)	?
O=C(Nc1ccc2c(c1)OCCO2)N1CCC(N2CC3CC(C2)[C@H]2CCCC(=O)N2C3)CC1 (stereo partly specified)	-2.8%
COCc1nnc([C@@H]2CC(F)(F)CN2Cc2ccc(OC)cc2)o1	3.4%
CC(C)CN1CCN(C(=O)CCC[C@H]2NC[C@@H]3C[C@H]2CN(Cc2ccccc2)C3)CC1	?
Cc1noc(C)c1S(=O)(=O)N1CCCC(Cc2nncn2CC2CC2)C1 (stereo unspecified)	10.4%
CCOc1ccccc1CNC(=O)C1CCN(C(=O)N2CC(CC)Oc3ccc(C)cc32)CC1 (stereo unspecified)	i
Cc1cc(C)cc(NC(=O)CSc2nc3sc4c(c3c(=O)[nH]2)CCCC4)c1	-2.0%
O=C(CC(c1cccc([N+](=O)[O-])c1)c1c[nH]c2ccccc12)NCCc1ccccc1 (stereo unspecified)	?
Cc1ccc(C)c(CSc2cn(CC(=O)N3CCCCCC3)c3ccccc23)c1	-6.4%
COCCOCC(=O)N1CC2CC(C1)[C@H]1CCCC(=O)N1C2 (stereo partly specified)	5.2%
O=C1NC2(CCN(Cc3cccc4ccccc34)C2)OCc2ccccc21 (stereo unspecified)	i
CCCCC(=O)N(c1ccc2oc(C)c(C(C)=O)c2c1)S(=O)(=O)c1ccc(F)cc1C	-11.1%
Cc1noc(C)c1S(=O)(=O)N1CCC2(CC1)c1[nH]c3ccccc3c1CCN2C	?
O=C(NCCN1CCCCC1)C1CCc2ncc(-c3ccc(F)cc3)n2C1 (stereo unspecified)	-18.3%

Only part of the results is shown (hit frequency here may not be typical).
